Screening data from PubChem BioAssay.
MITF TRPM1 inh = inhibitors of MITF-dependent TRPM1 promoter reporter, primary screen, cell-based, SK-MEL-5, single point, luciferase. SK-MEL-5 TRPM1 promoter luciferase, 24 h. inhibition, % at 12.5 µM. 0.83% of 330,000 active. AID 488899, 2010;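 active = mean inhibition across replicates of 60% or more, whatever share of single replicates reaches that level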; note: values of inactives mirror those of a sister screen read the other way
HIF-2a block = HIF-2a reporter inhibitors, primary screen, luminescence, 786-0 RCC cells; 0.72% of 360,000 active; 786-0 RCC cells HIF-2a reporter, luciferase luminescence, overnight; AID 624352, 2012; inhibition, % at 18.8 µM;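 active = inhibition of the luminescence signal of 40% or more relative to plate controls, in a single-dose primary screen at 18.75 µM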
CF NFkB block = inhibitors of PAF-induced NF-kB signaling, primary screen, cell-based, GFP fluorescence, uHTS; inhibition, % at 5 µM; KKLEB NF-kB-GFP reporter, GFP fluorescence overnight; 0.86% of 360,000 active; AID 588850, 2011;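 active = at least 50% inhibition at 5 µM, scaled per plate between neutral and stimulator controls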;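 note: PAF is a Pseudomonas aeruginosa culture filtrate used as stimulus; plate controls were PAF-stimulated DMSO wells for no effect and unstimulated DMSO wells for full effect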
Peg3 promoter = Peg3 promoter-driven luciferase inhibitors, primary screen, cell-based, HeLa, luciferase luminescence. 1.7% of 360,000 active. HeLa PEG-Prom luciferase reporter, overnight. inhibition, % at 20 µM. AID 588405, 2011;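 active = inhibition of at least 50% at 20 µM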
NR2E3 ag-1 = inhibitors of NR2E3-RetCOR corepressor binding, primary screen, NR2E3 agonist project, biochemical, TR-FRET, GST-NR2E3, biotin-RetCOR; 1536-well; Photoreceptor-specific nuclear receptor (Homo sapiens), Q9Y5X4; AID 2300, 2010; 0.12% of 320,000 active; inhibition of corepressor binding, % at 4.78 µM;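 active = percent inhibition above the cutoff of mean plus 3 SD of all tested compounds, set per screening campaign, cut at about 20% in these data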;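 note: 0% = DMSO wells and 100% = biotin wells as full block of FRET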
Target sequence (Q9Y5X4 whole entry, looked up): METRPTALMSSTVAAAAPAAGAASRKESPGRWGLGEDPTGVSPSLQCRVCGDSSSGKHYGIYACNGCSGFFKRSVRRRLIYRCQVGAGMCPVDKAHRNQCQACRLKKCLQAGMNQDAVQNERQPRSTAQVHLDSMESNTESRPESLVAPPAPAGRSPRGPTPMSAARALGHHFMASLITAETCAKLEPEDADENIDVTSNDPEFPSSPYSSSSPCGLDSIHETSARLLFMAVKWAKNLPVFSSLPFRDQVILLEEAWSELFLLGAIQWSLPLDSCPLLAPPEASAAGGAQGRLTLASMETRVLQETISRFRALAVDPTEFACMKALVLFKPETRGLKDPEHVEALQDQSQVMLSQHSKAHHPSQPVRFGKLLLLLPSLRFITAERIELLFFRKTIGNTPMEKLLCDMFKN
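Material: NR2E3–RetCOR corepressor complex | Quantity: 1.35 nM GST-tagged NR2E3 final | Schedule: 5 h at 4 °C | Replication: Singlicate compound wells | Reagent: RetCOR corepressor, biotinylated, 7 nM | Controls: Biotin wells as high control, 0.6% DMSO wells as low control | Signal: TR-FRET, Eu(K)-anti-GST donor, streptavidin-D2 acceptor, ex 340, em 617/671 nm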
NR2E3 ag-2 = NR2E3 agonists in two-hybrid cells, primary screen, cell-based, luminescence, CHO-S, Gal4-NCOR/VP16-NR2E3 | luciferase | inhibition of corepressor binding, % at 3.98 µM | 0.35% of 360,000 active | AID 602229, 2012;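 active = inhibition above the mean of all tested compounds plus 3 SD, cut at about 70% in these data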;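 note: 0% = DMSO with NR2E3 transfected cells and 100% = cells lacking NR2E3 construct; higher means lower luciferase signal from less NR2E3 corepressor binding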
KKLEB tox = cytotoxicity in KKLEB CF airway cells, primary screen, cytotoxicity control for CF NF-kB inhibitor project, cell-based, uHTS, fluorescence assay plates. KKLEB CF airway cells viability, ATPlite luminescence, overnight; hits give low values; cells stimulated with P. aeruginosa culture filtrate. activity change (cytotoxicity), % at 5 µM. 0.36% of 360,000 active;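 active = corrected activity change at or below -50% at 5 µM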
Shn3 inh set2 = reduction of Shn3 3'UTR firefly luciferase signal, primary screen, Schnurri-3 inhibitor project, cell-based, Clone20 osteoblasts, set 2; Clone20 osteoblast Shn3 3'UTR firefly luciferase, 24 h; inhibition, % at 12.5 µM; 0.52% of 360,000 active; AID 588674, 2011;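 active = mean inhibition of at least 75% with every replicate also reaching 75%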;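 note: 0% = median of neutral control wells and 100% = pilot-screen positive control compound; some compounds past the cut are filed as inactive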
PDI turbidity = inhibitors of human PDI, primary screen, biochemical, turbidity, single point, plate reader; PDI insulin aggregation turbidity, A650, 90 min; inhibition, % at 10 µM; AID 588391, 2011; 0.052% of 350,000 active; Protein disulfide-isomerase (Homo sapiens), P07237;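 active = mean inhibition across replicates of 30% or more, whatever share of single replicates reach that level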;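 note: absorbance from insulin aggregation driven by PDI reduction with DTT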
Target sequence (P07237 whole entry, looked up): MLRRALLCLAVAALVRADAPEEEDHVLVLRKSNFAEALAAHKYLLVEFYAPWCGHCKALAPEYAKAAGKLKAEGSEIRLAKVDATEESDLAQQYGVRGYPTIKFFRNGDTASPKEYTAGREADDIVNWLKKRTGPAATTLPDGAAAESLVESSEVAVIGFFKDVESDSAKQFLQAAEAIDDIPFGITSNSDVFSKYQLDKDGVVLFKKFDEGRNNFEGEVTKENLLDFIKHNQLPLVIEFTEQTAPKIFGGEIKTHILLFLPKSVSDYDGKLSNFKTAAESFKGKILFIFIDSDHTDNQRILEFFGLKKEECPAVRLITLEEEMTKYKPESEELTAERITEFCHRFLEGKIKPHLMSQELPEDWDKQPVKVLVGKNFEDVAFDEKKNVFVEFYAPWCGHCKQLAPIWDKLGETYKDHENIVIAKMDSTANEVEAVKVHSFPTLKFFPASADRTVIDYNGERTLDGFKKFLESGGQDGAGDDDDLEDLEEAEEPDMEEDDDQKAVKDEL
CaV13 FRET inh = Primary screen for inhibitors of IQ motif and Ca2+-dependent inactivation inhibitor domain binding in CACNA1D, Förster resonance energy transfer in living cells, …; HEK cells, CFP/YFP FRET ICDI-IQ, plate reader, 10 min; percent FRET-ratio fall versus neutral wells; inhibition, % at 12.3 µM; 0.098% of 340,000 active;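 active = mean replicate inhibition of at least 30% and at least 1% of replicates passing that level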;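 note: 0% = median of the neutral control wells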
Vif inh = HIV Vif self-association inhibitors, primary screen, imaging, HEK293T, single point; HEK293T cells, Vif self-association by quenched fluorescence, 24 h; inhibition, % at 7.49 µM; 0.35% of 340,000 active; AID 602346, 2012; in the data active = inhibition above about 50%, passing the limit was not always enough; note: some results filed as inactive read as strong as hits
The depositor's hits bear a star; nt = no result given.

SMILES	MITF TRPM1 inh	HIF-2a block	CF NFkB block	Peg3 promoter	NR2E3 ag-1	NR2E3 ag-2	KKLEB tox	Shn3 inh set2	PDI turbidity	CaV13 FRET inh	Vif inh
CCOc1ccc(CNc2ccc(N3CCCC3)cc2)cc1	-4.3	-52.3	9.5	-7.9	1.5	-10.2	-7.7	63.0	-9.0	-9.0	-4.5
Cc1cccc(-n2c(N)cc(=O)nc2SCC(=O)Nc2cc(C)on2)c1	9.7	10.4	-1.8	11.7	1.6	9.4	4.6	8.7	-4.8	-2.0	-15.5
Cc1nc(N2CCN(c3ccccn3)CC2)c2c(C)c(C(=O)Nc3ccc(F)cc3)sc2n1	-0.9	-15.1	20.5	44.7	4.4	-23.1	-28.9	26.6	3.9	-6.1	-1.2
O=C(O)C1CCN(C(=O)CSc2nnc3ccccn23)CC1	4.4	18.3	19.5	-1.9	nt	-11.0	-8.1	7.9	7.6	-5.5	-2.3
CCOC(=O)C(Sc1cc(-c2ccccc2)nc2ncnn12)C(C)=O (configuration not stated)	-1.2	22.1	-4.8	7.9	-1.6	-25.1	-1.0	-6.2	-2.2	-5.2	-2.8
CN(CC(=O)Nc1cccc(F)c1)C(=O)Cc1ccsc1	nt	14.0	-19.3	-4.4	nt	7.4	7.0	-2.5	-0.3	-5.8	nt
O=S(=O)(Nc1ccc(-n2cnnn2)cc1)c1cccs1	-3.0	9.3	-14.7	-1.8	-0.3	-27.9	16.4	7.8	4.2	-5.2	3.6
Cc1cc(C)c2nc(SCC(=O)NCCN3C(=O)CSC3=O)cc(C)c2c1	-9.2	14.5	16.3	13.1	2.5	-26.0	-7.1	12.8	-7.6	-4.6	-6.3
CC1(CC(=O)N/N=C/c2cc([N+](=O)[O-])c(O)cc2O)OCCO1	-0.3	8.8	-8.2	-0.4	-0.7	-14.5	1.5	3.5	4.1	0.3	-3.5
CC1(C)CC(=O)C=C(c2ccc(COC(=O)C3CC3)cc2)C1=O	nt	-19.4	-13.1	-81.9	nt	-38.6	9.7	-135.3	2.9	-5.9	nt
CC(C)N(C(=O)COC(=O)[C@H](C)NC(=O)c1ccco1)c1ccccc1	-6.0	14.9	9.8	-10.4	-0.6	23.5	-7.4	-13.8	6.3	-5.7	nt
CS(=O)(=O)c1ccc2nc(NC(=O)c3ccc(S(=O)(=O)NCC4CCCO4)cc3)sc2c1 (configuration not stated)	11.6	8.7	-6.5	4.6	-2.0	-14.4	0.8	19.8	-7.7	-7.5	-4.4
O=C(CN1C(=O)C2CCCCC2C1=O)Nc1nc(-c2ccc(F)cc2)cs1 (configuration not stated)	-5.2	-23.0	-10.1	-17.6	-1.6	20.4	-5.8	24.4	-1.7	-5.6	-6.2
COc1cc(NC(=O)CSCc2ccccc2)c(C(=O)O)cc1OC	4.5	18.1	-1.1	-17.0	-1.2	-1.9	-2.5	-5.8	-5.9	-1.5	2.2
CCC[N+](CC#CCO)(CC#Cc1ccccc1)CCC	0.8	21.4	-1.9	11.8	-0.5	-14.2	10.5	-13.5	-4.0	-4.3	-3.8
C=CCn1c(SCC(=O)NC(=O)NCC(C)C)nnc1C1CCCCC1	-12.9	4.1	0.6	9.5	-0.2	-5.3	-2.1	7.6	-0.7	-4.8	nt
COc1cccc(CNc2nc(NC(C)C)nc3ccsc23)c1	nt	6.0	2.4	5.6	nt	-3.6	-4.5	32.6	2.8	-6.1	-0.3
O=C(O)c1cccc(N2C(=O)c3ccc4c5c(ccc(c35)C2=O)C(=O)N(c2cccc(C(=O)O)c2)C4=O)c1	2.2	13.1	13.7	1.2	0.0	18.9	-2.3	1.2	-0.3	-2.0	0.0
Brc1ccc2nc(C3CCCCC3)c(Cc3ccccc3)n2c1	nt	-12.1	8.6	4.3	nt	-8.8	5.1	-9.7	nt	-3.7	nt
CCOC(=O)c1ccc(NC(=O)CCNS(=O)(=O)c2ccc3c(c2)oc(=O)n3C)cc1	10.4	12.1	-17.6	6.8	2.8	0.9	5.2	7.2	-5.2	-6.0	0.4
CN(Cc1ccc(OC(F)F)cc1)C(=O)c1ccccc1Sc1ccccc1C#N	0.1	14.6	-28.8	18.8	-1.2	24.1	-4.5	-3.4	7.7	nt	-26.8
O=C(Nc1c2c(nc3ccccc13)CCCC2)c1ccccc1Cl	13.2	5.4	-25.3	11.2	-0.4	-1.7	11.8	-5.7	-9.3	4.9	-3.9
COc1ccccc1-c1nc2n(n1)C(c1cccs1)C(C(=O)Nc1cccnc1)=C(C)N2 (configuration not stated)	15.7	18.4	-16.6	16.4	-1.4	2.5	13.9	9.1	3.6	-4.4	-4.2
O=C(COC(=O)c1ccc(-c2ccccc2)cc1)Nc1ccccc1-c1ccccc1	-0.5	1.3	3.2	14.7	2.1	-13.7	-2.7	11.7	2.0	-18.5	-4.7
CC(=O)Cc1nsc(Nc2cccc(C)c2)n1	-15.6	-92.9	15.7	-47.6	-1.8	4.5	5.5	-7.8	0.2	-3.6	-8.9

Entries shown so far containing two or more sulfur atoms:
SMILES	MITF TRPM1 inh	HIF-2a block	CF NFkB block	Peg3 promoter	NR2E3 ag-1	NR2E3 ag-2	KKLEB tox	Shn3 inh set2	PDI turbidity	CaV13 FRET inh	Vif inh
O=S(=O)(Nc1ccc(-n2cnnn2)cc1)c1cccs1	-3.0	9.3	-14.7	-1.8	-0.3	-27.9	16.4	7.8	4.2	-5.2	3.6
Cc1cc(C)c2nc(SCC(=O)NCCN3C(=O)CSC3=O)cc(C)c2c1	-9.2	14.5	16.3	13.1	2.5	-26.0	-7.1	12.8	-7.6	-4.6	-6.3
CS(=O)(=O)c1ccc2nc(NC(=O)c3ccc(S(=O)(=O)NCC4CCCO4)cc3)sc2c1 (configuration not stated)	11.6	8.7	-6.5	4.6	-2.0	-14.4	0.8	19.8	-7.7	-7.5	-4.4

Next part:
SMILES	MITF TRPM1 inh	HIF-2a block	CF NFkB block	Peg3 promoter	NR2E3 ag-1	NR2E3 ag-2	KKLEB tox	Shn3 inh set2	PDI turbidity	CaV13 FRET inh	Vif inh
CC1CCN(c2ccc(NC(=O)c3ccccc3[N+](=O)[O-])cc2)CC1	-26.7	-85.7	-10.7	-60.3	1.8	-41.5	8.0	-7.4	0.3	-5.9	-8.4
CCCN1CCC(NC(=O)Nc2cc(Cl)ccc2OC)CC1	-11.4	15.2	-6.6	15.7	1.3	-15.7	9.5	6.7	-1.2	-3.9	9.5
CCc1ccc(N(CC(=O)NC2CCCC2)S(=O)(=O)c2c(C)noc2C)cc1	0.7	5.8	-1.4	14.7	3.2	-0.6	-20.5	11.0	0.1	8.8	-1.3
O=C(c1cccnc1)N1CCN(c2c(Cl)cccc2[N+](=O)[O-])CC1	-6.8	21.2	2.5	17.8	-0.4	2.0	-1.6	-5.6	6.9	nt	1.2
CCn1cc(Cl)c(C(=O)Nc2cccc(CN3CCOCC3)c2)n1	-9.9	-4.1	-7.4	-3.5	nt	1.1	-4.1	-11.0	7.8	nt	-4.7
CC(=O)Nc1ccc(S(=O)(=O)NCCC(=O)OCc2nc(N)nc(Nc3ccccc3C)n2)cc1	-7.4	2.6	3.9	-3.5	-1.4	5.9	-12.0	-10.5	-12.8	nt	4.4
Oc1ccccc1N=Cc1ccc[nH]1	20.6	-15.1	3.4	-28.5	-2.5	57.7	4.7	2.0	-2.3	-3.2	2.7
CC(Sc1nnc(COc2ccc(Cl)cc2)n1-c1ccccc1)C(=O)O (configuration not stated)	5.5	13.6	-2.0	8.4	-3.0	-10.6	-6.4	-11.2	-4.4	0.3	6.2
COc1cccc(NC(=O)c2c(C)cc(C)cc2CC(C)(C)C(=O)O)c1	7.0	12.8	-12.3	3.8	-1.7	4.9	8.2	-33.2	-1.9	2.3	-4.8
Cc1cc(NC(=O)COC(=O)c2ccccc2S(=O)(=O)N(C)c2ccccc2)no1	26.7	8.9	9.2	32.6	1.6	4.4	-5.1	-2.3	-0.6	-7.0	-4.8
CCOc1cc(OCC)cc(C(=O)O)c1	1.1	12.6	-0.2	-3.3	-3.3	0.4	-4.2	-11.4	11.8	-3.3	-10.6
CCN(CC)c1ccc(/C=c2\sc3nc4ccccc4n3c2=O)c(O)c1	15.4	-36.5	-3.8	6.7	nt	58.4	-4.9	35.3	-2.2	4.8	-2.0
CCCCCOc1ccc2oc(=O)c3c(c2c1)CCCN3C(=O)CN1CCCC(C(=O)OCC)C1 (configuration not stated)	6.8	9.7	-6.3	29.7	-1.3	-14.0	3.3	55.6	0.7	-3.8	-9.8
O=C1CCCC/C=C\C[C@H](CC(=O)N(CCO)Cc2ccccc2)C(=O)N[C@@H](c2ccccc2)CO1	-5.6	7.7	0.2	0.4	nt	-17.4	3.3	-28.4	-0.7	-4.2	10.4
CN(C)CCNC(=O)C1(C)Cc2c(-c3cccc(C(F)(F)F)c3)ccnc2O1 (configuration not stated)	nt	4.7	12.5	7.4	nt	9.1	1.5	11.3	-4.7	-11.6	-2.7
NC1=NC(=O)C(Cc2ccc(F)cc2)S1 (configuration not stated)	-0.6	2.7	2.9	1.6	2.8	19.2	6.3	-1.2	9.5	-3.4	0.2
COc1cc(C)c(C(C)C)cc1S(=O)(=O)n1ccnc1	-7.5	6.0	-7.9	14.5	4.3	11.2	-0.8	-15.5	-3.8	-9.5	-0.2
CCOC(=O)Nc1cc(C(=O)OC)cc(C(=O)OC)c1	-1.8	9.1	-3.2	13.5	4.2	10.9	3.0	6.3	2.7	-3.9	-1.1
Cc1cc(C(=O)Nc2cccc(S(=O)(=O)N3CCCC3)c2)c2ccccc2n1	nt	17.3	-20.8	8.3	7.3	4.8	1.4	30.0	0.8	-6.3	6.2
Cc1cccc(NC(=O)CSCc2nc3c(nnn3Cc3ccc(F)cc3)c(=O)[nH]2)c1C	-3.8	15.8	5.9	-1.4	1.8	9.0	12.7	15.7	-5.5	-2.7	0.9
COc1ccccc1-c1c(C)oc2c(CN3CCN(CCO)CC3)c(O)ccc2c1=O	6.3	3.3	6.6	-4.2	nt	6.9	0.2	-2.2	1.9	nt	-9.9
CSC1=N/C(=C\c2cccc(F)c2)C(=O)S1	11.9	-7.3	-1.9	3.9	-1.9	-3.5	-21.9	2.7	2.3	-2.6	-0.8
Cc1ccc(C)c(NC(=O)C2CCC(C)(C(=O)O)C2(C)C)c1 (configuration not stated)	13.4	10.0	2.5	8.2	0.4	6.5	25.1	-9.8	0.4	-5.2	-13.9
CC(=O)c1ccc(S(=O)(=O)N(C)C(C)CCc2ccco2)cc1 (configuration not stated)	10.4	-1.7	5.5	11.6	nt	-33.7	2.7	3.7	5.1	-3.5	-0.8
